Screens: PubChem, Broad Institute
Pf Dd2 growth – inhibitors of Plasmodium falciparum Dd2 growth; P. falciparum Dd2 growth, SYBR Green, 72 h; active compounds read low; activity change, % at 10 µM; actives 2.3% (n = 94,000); AID 1159554; in the data active = activity change below about -80%
C diff HTS – blocks growth of Clostridium difficile; Clostridium difficile clinical isolate growth, OD600, 24 h; active compounds read low; growth activity, negative = inhibition, % at 16 µg/mL (by protocol); actives 0.25% (n = 86,000);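 active = mean growth activity at or below -80% and every replicate also at or below -80%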;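 note: 0% = DMSO wells and -100% = levofloxacin 16 µg/mL wells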
GASC1 inh – blocks human GASC-1 (KDM4C) demethylase activity; AID 720574; actives 0.15% (n = 96,000); Q9H3R0; inhibition, % at 12.5 µM; GST-KDM4C 2-372, H3K9me3 peptide, LANCE TR-FRET;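 active = mean replicate inhibition above about 25%, with at least 55% of replicates also reaching it, limit read from the data, passing the limit was not always enough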
Target sequence (Q9H3R0 2-372 limits assumed): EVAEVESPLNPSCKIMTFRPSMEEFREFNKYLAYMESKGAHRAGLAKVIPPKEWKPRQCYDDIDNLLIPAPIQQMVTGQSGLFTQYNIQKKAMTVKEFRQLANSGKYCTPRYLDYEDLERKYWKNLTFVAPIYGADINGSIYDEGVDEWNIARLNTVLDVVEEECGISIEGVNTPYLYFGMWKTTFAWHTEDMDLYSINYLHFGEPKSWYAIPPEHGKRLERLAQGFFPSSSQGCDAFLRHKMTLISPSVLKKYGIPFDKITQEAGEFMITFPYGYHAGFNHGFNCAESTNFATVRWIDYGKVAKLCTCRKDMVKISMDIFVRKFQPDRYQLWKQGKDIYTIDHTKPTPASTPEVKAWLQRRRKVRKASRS
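Assay system: GST-GASC-1 enzyme fragment 2-372 | Amount: 10 nM enzyme | Medium: HEPES buffer, pH 7.5, plus ascorbate | Reagent: H3K9me3 peptide substrate, Fe(II), 2-oxoglutarate | Doses: Single-point compound screen | Incubation: 30 min demethylation and 1 h detection at room temperature | Measured by: LANCE TR-FRET, excitation 340 nm, emissions 618 and 671 nm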
T cruzi growth – T. cruzi proliferation inhibition; T. cruzi beta-gal in NIH3T3, GalScreen luminescence, 90 h; inhibition, % at 8.34 µM; actives 5.9% (n = 77,000);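 active = mean inhibition above about 93%, with at least 55% of replicates each passing it, limit read from the data, passing the limit was not always enough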
* = called active by the depositor; . = no result given; & = joins results of further samples; ! = not active in a repeat.

The line under a structure holds: C diff HTS, Pf Dd2 growth, T cruzi growth, GASC1 inh
COc1ccc(CN(C)C[C@@H]2Oc3ccc(NS(=O)(=O)c4ccc(F)cc4)cc3C(=O)N([C@@H](C)CO)C[C@@H]2C)cc1
 : 0, -6, 11, 0.2
O=C(c1ccc(F)cc1)N1C[C@@H]2N[C@H](C1)C2c1ccc(/C=C/c2ccccc2)cc1 (stereo partly specified)
 : -99*!, -27&-72, ., -0.8&-3.1
C[C@@H]1CN([C@@H](C)CO)C(=O)Cc2cc(NC(=O)c3ccncc3)ccc2O[C@@H]1CN(C)S(=O)(=O)c1cn(C)cn1
 : -4, 31, ., -1.8
C[C@@H]1CN([C@@H](C)CO)C(=O)c2cc(-c3cccnc3)cnc2O[C@@H]1CN(C)C(=O)C1CC1
 : 4, 18, ., 0.8
C[C@@H]1CN([C@@H](C)CO)C(=O)c2cc(N(C)C)ccc2O[C@H]1CN(C)C
 : 0, 36, -15, .
COCCNC(=O)C[C@@H]1CC[C@H]2[C@@H](COC[C@H](O)CN2Cc2cccc(-c3ccncc3)c2)O1
 : 6&-6, 9, 84, -1.1
CN(C)C(=O)C[C@H]1CC[C@H]2[C@@H](COC[C@H](O)CN2C(=O)C2CCOCC2)O1
 : ., 10, -4, 2.2
O=C(c1cccc(F)c1)N1CC(=O)N2[C@H](C1)[C@@H](c1ccc(C3=CCCC3)cc1)[C@@H]2CO
 : -11, -22, ., 1.1
COCC(=O)N1CC(=O)N2[C@H](CO)[C@H](c3ccc(Br)cc3)[C@H]2C1
 : -9, 15, ., -1.3
COc1cccc(-c2ccc3c(c2)[C@@H]2[C@@H](CCN2C(=O)c2ccccn2)[C@H](CO)N3)c1
 : -3, -66, 32, -0.2
C[C@H](NC(=O)C[C@@H]1C[C@H]2c3cc(NC(=O)Nc4ccc(C(F)(F)F)cc4)ccc3O[C@H]2[C@H](CO)O1)c1ccccc1
 : 31, 4, 75, -2.0
COc1ccc(S(=O)(=O)Nc2ccc3c(c2)C(=O)N([C@H](C)CO)C[C@H](C)[C@H](CN(C)S(=O)(=O)c2cccs2)OCCCC[C@@H](C)O3)cc1
 : -7, 14, 37, 0.1
C[C@@H]1CN([C@H](C)CO)C(=O)c2cccc(NC(=O)c3nc4ccccc4s3)c2O[C@H]1CN(C)S(=O)(=O)c1ccccc1
 : 4, -77, 59, 1.1
COc1ccc(NC(=O)Nc2ccc3c(c2)C(=O)N([C@@H](C)CO)C[C@@H](C)[C@H](CN(C)Cc2ccc4c(c2)OCO4)O3)cc1
 : 0, -1, 57, 1.6
Cc1noc(C)c1S(=O)(=O)Nc1ccc2c(c1)C(=O)N([C@@H](C)CO)C[C@@H](C)[C@@H](CN(C)C(=O)Cc1ccccc1)OCCCC[C@@H](C)O2
 : 6, -55, -28, 0.8
CO[C@@H]1CN(C)C(=O)c2cc(NS(=O)(=O)c3ccccc3C)ccc2OC[C@H](C)NC[C@H]1C
 : 1, 23, 5, 0.8
C[C@@H]1CN([C@@H](C)CO)S(=O)(=O)c2ccc(C3=CCCC3)cc2O[C@H]1CN(C)C(=O)Nc1ccc2c(c1)OCO2
 : -7, -58, 112*, 0.3
O=S(=O)(c1cccc(F)c1)N1CC[C@@H]2[C@H](CO)Nc3ccc(Br)cc3[C@@H]21
 : -2, 20, 73, -6.9
C[C@@H]1CN([C@@H](C)CO)C(=O)c2cc(C3=CCCCC3)cnc2O[C@@H]1CN(C)Cc1ccccc1C(=O)O
 : 0, 5, 69, -1.3
C[C@H]1CN([C@@H](C)CO)C(=O)c2cc(NC(=O)CCC(F)(F)F)ccc2O[C@H]1CN(C)C(=O)Nc1ccccc1
 : -12, 11, 8, 15
Cc1noc(C)c1NC(=O)N(C)C[C@H]1Oc2ccc(NC(=O)CCN3CCOCC3)cc2CC(=O)N([C@H](C)CO)C[C@@H]1C
 : 3, 14, 21, -2.0
CN1CCN(C(=O)C[C@@H]2CC[C@@H]3[C@H](COC[C@H](O)CN3CC3CCCCC3)O2)CC1
 : ., -9, -22, 0.9
O=C(c1cnccn1)N1CC(=O)N2[C@H](CO)[C@@H](c3ccc(C#CC4CCCC4)cc3)[C@@H]2C1
 : -16, -17, ., 0.5
CO[C@H]1CN(C)C(=O)c2ccc(NC(=O)C3CC3)cc2OC[C@@H](C)N(C(=O)c2cnccn2)C[C@@H]1C
 : -5, 36, ., -0.3
COc1ccc(C#Cc2ccc3c(c2)[C@@H]2[C@@H](CCN2C(=O)NC(C)C)[C@@H](CO)N3C)cc1
 : -16, -6, 60, 1.4
COc1ccccc1NC(=O)N[C@@H]1C=C[C@@H](CC(=O)N[C@H](C)c2ccccc2)O[C@@H]1CO
 : ., -4, 25, -1.6
C[C@H](O)C#Cc1ccc2c(c1)O[C@@H](CN(C)Cc1cccnc1)[C@H](C)CN([C@@H](C)CO)S2(=O)=O
 : 0, 9, 28, .
O=C(Cc1ccncc1)Nc1ccc2c(c1)[C@H]1C[C@@H](CC(=O)NC3CCCCC3)O[C@@H](CO)[C@H]1O2
 : 1, 19, ., 2.7
CC(C)C#Cc1ccc2c(c1)O[C@H](CN(C)C(=O)CC1CC1)[C@@H](C)CN([C@@H](C)CO)S2(=O)=O
 : -2, -52, 96, 0.2
C[C@H]1CN([C@@H](C)CO)S(=O)(=O)c2ccc(C3=CCCCC3)cc2O[C@@H]1CN(C)Cc1cncnc1
 : -5, -22, 102*, 2.5
O=C(Cc1ccccc1)N1CC(=O)N2[C@H](CO)[C@@H](c3ccc(C#CCc4ccccc4)cc3)[C@H]2C1
 : 38, -43, ., -0.8
COc1ccccc1S(=O)(=O)N(C)C[C@@H]1OCc2ccccc2-c2ccccc2C(=O)N([C@@H](C)CO)C[C@@H]1C
 : -8, 0, -8, -0.6
CCCc1cn(CC[C@H]2CC[C@H](NC(=O)C3CCCC3)[C@H](CO)O2)nn1
 : 4, -5, ., -0.1
Cc1ccccc1CN(C)C[C@H]1OCc2cnnn2CCCC(=O)N([C@@H](C)CO)C[C@H]1C
 : ., -22, -35, 1.1
CO[C@H]1CN(C)C(=O)c2ccc(NS(=O)(=O)c3cn(C)cn3)cc2OC[C@@H](C)N(Cc2cccc(F)c2)C[C@H]1C
 : -10, 2, -24, 0.5
C[C@@H](NC(=O)[C@@H]1[C@@H](CO)[C@@H]2Cn3c(cccc3=O)[C@@H]2N1S(C)(=O)=O)c1ccccc1
 : 2, ., 44, 0.1
C[C@@H]1CCCCO[C@H](CN(C)C(=O)Cc2ccccc2)[C@@H](C)CN([C@H](C)CO)C(=O)c2cc(NC(=O)c3ccncc3)ccc2O1
 : -1, 25, 28, 2.2
COCC#Cc1ccc([C@@H]2[C@H](CO)N3CCCCN(S(=O)(=O)c4ccccc4C)C[C@@H]23)cc1
 : 18, -62, 27, -0.5
C[C@H](CO)N1C[C@H](C)[C@H](CN(C)C(=O)Nc2ccc3c(c2)OCO3)Oc2ccc(NS(C)(=O)=O)cc2C1=O
 : ., 23, -103, 0.9
C[C@H]1CN([C@@H](C)CO)C(=O)c2cccc(NS(=O)(=O)c3cccs3)c2O[C@@H]1CN(C)Cc1ccc(C(F)(F)F)cc1
 : -1, -32, 28, -1.7
O=C(NCc1ccccc1)[C@@H]1[C@@H](CO)[C@@H]2Cn3c(ccc(-c4cccc(F)c4)c3=O)[C@H]1N2
 : -4, ., -22, -3.5
COc1ccc(S(=O)(=O)N(C)C[C@H]2Oc3ccc(NC(=O)CCCCCC(=O)Nc4ccccc4N)cc3C(=O)N([C@@H](C)CO)C[C@H]2C)cc1
 : -11, -18, ., -1.4
C[C@@H]1CCCCO[C@@H](CN(C)C(=O)Nc2ccc(C(F)(F)F)cc2)[C@@H](C)CN([C@H](C)CO)C(=O)c2cc(NC(=O)NC3CCCCC3)ccc2O1
 : -3, -64, ., -0.6
O=C(C[C@@H]1CC[C@H](NC(=O)NC2CCCCC2)[C@H](CO)O1)NCc1ccc(Cl)cc1
 : -5, -11, -22, 0.8
COc1cccc(CN(C)C[C@@H]2OCc3cn(nn3)CCCC(=O)N([C@H](C)CO)C[C@@H]2C)c1
 : ., -7, 11, -0.5
C[C@H]1CN([C@@H](C)CO)C(=O)c2cc(NC(=O)NC3CCCCC3)ccc2O[C@H]1CN(C)Cc1ccccc1
 : -7, 21, 37, 0.6
CN1C(=O)c2cc(NS(=O)(=O)c3ccc(F)cc3)ccc2OC[C@H]2O[C@H](CC(=O)O)CC[C@@H]21
 : 4, 2, 15, -1.4
COCC#Cc1ccc2c(c1)O[C@H](CN(C)S(=O)(=O)c1ccc(C)cc1)[C@H](C)CN([C@H](C)CO)S2(=O)=O
 : 7, -34, 76, -2.3
COC(=O)C[C@H]1CC[C@H]2[C@H](COc3ccc(NC(=O)Nc4cccc(F)c4)cc3C(=O)N2C)O1
 : 6, -4, 12, 1.0
COCC(=O)Nc1ccc2c(c1)C(=O)N(C)C[C@H](OC)[C@H](C)CN(C(=O)C1CCCC1)[C@H](C)CO2
 : ., -13, -9, -0.5
Cc1noc(C)c1S(=O)(=O)Nc1cccc2c1O[C@H](CN(C)C(=O)NC1CCCCC1)[C@H](C)CN([C@@H](C)CO)C2=O
 : ., -46, 59, -0.4
C[C@H]1CN([C@@H](C)CO)C(=O)Cc2cc(NC(=O)C3CCCCC3)ccc2O[C@H]1CN(C)Cc1ccc(C(F)(F)F)cc1
 : 97, 3, 61, 0.7
CCS(=O)(=O)Nc1ccc2c(c1)C(=O)N(C)[C@H]1CC[C@@H](CC(=O)N3CCOCC3)O[C@H]1CO2
 : -3, 1, -4, 2.5
C[C@H](CO)N1C[C@H](C)[C@@H](CN(C)C(=O)CC2CC2)Oc2cc(C#C[C@@H](C)O)ccc2S1(=O)=O
 : 0, ., -33, .
CO[C@H]1CN(C)C(=O)c2cc(NC(=O)c3cnccn3)ccc2OC[C@@H](C)N(CCc2ccccc2)C[C@H]1C
 : ., -36, ., 0.8
O=C(CC1CC1)N1CC2(C1)[C@@H](c1ccccc1)[C@@H](CO)N2Cc1ccccn1
 : 12, -2, ., .
CO[C@@H]1CN(C)C(=O)c2ccc(NC(=O)c3cnccn3)cc2OC[C@@H](C)N(C(C)=O)C[C@@H]1C
 : -4, 16, 36, -0.1
CN(C)CC#Cc1ccc([C@@H]2[C@H](CO)N3CCCCN(C(=O)NC4CCCC4)C[C@@H]23)cc1
 : 25, 3, -5, 3.2
O=C(Nc1ccccc1F)N[C@H]1CC[C@@H](CCNS(=O)(=O)c2ccc(F)cc2)O[C@H]1CO
 : -2, ., ., 3.7
CO[C@H]1CN(C)C(=O)c2ccc(NC(C)=O)cc2OC[C@H](C)N(C(=O)C2CCOCC2)C[C@@H]1C
 : 0, 7, ., 0.1

In another format: 4 of the compounds above.
Structure | C diff HTS | Pf Dd2 growth | T cruzi growth | GASC1 inh
CO[C@@H]1CN(C)C(=O)c2ccc(NC(=O)c3cnccn3)cc2OC[C@@H](C)N(C(C)=O)C[C@@H]1C | -4 | 16 | 36 | -0.1
Cc1noc(C)c1S(=O)(=O)Nc1cccc2c1O[C@H](CN(C)C(=O)NC1CCCCC1)[C@H](C)CN([C@@H](C)CO)C2=O | . | -46 | 59 | -0.4
C[C@H]1CN([C@@H](C)CO)C(=O)c2cccc(NS(=O)(=O)c3cccs3)c2O[C@@H]1CN(C)Cc1ccc(C(F)(F)F)cc1 | -1 | -32 | 28 | -1.7
COc1cccc(CN(C)C[C@@H]2OCc3cn(nn3)CCCC(=O)N([C@H](C)CO)C[C@@H]2C)c1 | . | -7 | 11 | -0.5

Additional records
The line under a structure holds: C diff HTS, Pf Dd2 growth, T cruzi growth, GASC1 inh
CN1C(=O)c2cc(NC(=O)Nc3cccc(Cl)c3)ccc2OC[C@@H]2O[C@@H](CC(=O)NCCc3ccncc3)CC[C@H]21
 : 2, -14, 7, 1.1
O=C(Nc1ccc2c(c1)[C@@H]1C[C@H](CC(=O)N3CCc4ccccc4C3)O[C@H](CO)[C@@H]1O2)c1ccc2c(c1)OCO2
 : -7, -50, 31, -0.3
CCC(=O)N1C[C@H](O)COC[C@H]2O[C@H](CC(=O)NCc3ccccc3Cl)CC[C@@H]21
 : -1&-7, 11, ., -2.5
C[C@@H]1CN([C@H](C)CO)S(=O)(=O)c2ccc(-c3ccncc3)cc2O[C@H]1CN(C)Cc1cccnc1
 : 5, -27, 90, .
CCc1csc(N2[C@H](CO)[C@H](c3ccc(-c4cccc(F)c4)cc3)[C@@H]2C#N)n1
 : 10, 23, 73, -2.1
C[C@@H]1CN([C@@H](C)CO)S(=O)(=O)c2ccc(C3=CCCC3)cc2O[C@@H]1CN(C)Cc1cccnc1
 : -3, -15, 100*, -1.2
Cc1nc(N2[C@@H](C#N)[C@@H](c3ccccc3)[C@@H]2CO)sc1C
 : -3, 34, 33, -2.2
C[C@@H]1CN([C@@H](C)CO)C(=O)Cc2cc(NC(=O)CCCCCC(=O)Nc3ccccc3N)ccc2O[C@@H]1CN(C)S(=O)(=O)c1ccc(F)cc1
 : -4, -56, 34, -3.5

3 entries already listed, arranged by the value under C diff HTS, rising.
structure,C diff HTS
C[C@@H]1CN([C@@H](C)CO)S(=O)(=O)c2ccc(C3=CCCC3)cc2O[C@H]1CN(C)C(=O)Nc1ccc2c(c1)OCO2,-7
C[C@H](CO)N1C[C@H](C)[C@@H](CN(C)C(=O)CC2CC2)Oc2cc(C#C[C@@H](C)O)ccc2S1(=O)=O,0
CN1C(=O)c2cc(NC(=O)Nc3cccc(Cl)c3)ccc2OC[C@@H]2O[C@@H](CC(=O)NCCc3ccncc3)CC[C@H]21,2
